# Screening data: PubChem BioAssay, several laboratories
# Runt-CBFb FRET: Runt domain-CBFb interaction inhibition; 220,000 tested, 0.46% active; Q01196+Q13951; inhibition, % at 20 µM; Cerulean-Runt/Venus-CBFb FRET ratio 530/480, 1 h;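 active means inhibition over about 50% at 20 µM in the single-dose screen, limit read from the data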;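 further: 0% = DMSO wells and 100% = excess unlabeled CBFb competitor control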
# Target sequence (Q01196 whole entry, looked up, the tested form may be a part): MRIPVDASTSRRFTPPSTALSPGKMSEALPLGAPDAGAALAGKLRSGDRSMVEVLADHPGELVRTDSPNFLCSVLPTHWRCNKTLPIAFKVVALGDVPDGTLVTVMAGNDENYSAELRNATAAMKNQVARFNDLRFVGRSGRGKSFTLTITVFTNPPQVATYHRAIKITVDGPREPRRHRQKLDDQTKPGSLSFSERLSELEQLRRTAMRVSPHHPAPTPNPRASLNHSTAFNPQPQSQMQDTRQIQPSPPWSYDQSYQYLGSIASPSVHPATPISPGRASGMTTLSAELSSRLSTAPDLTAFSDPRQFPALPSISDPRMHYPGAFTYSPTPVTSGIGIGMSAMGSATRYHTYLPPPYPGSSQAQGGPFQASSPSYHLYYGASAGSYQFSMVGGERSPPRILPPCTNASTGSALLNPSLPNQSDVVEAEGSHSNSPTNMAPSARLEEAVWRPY
# Target sequence (Q13951 whole entry, looked up, the tested form may be a part): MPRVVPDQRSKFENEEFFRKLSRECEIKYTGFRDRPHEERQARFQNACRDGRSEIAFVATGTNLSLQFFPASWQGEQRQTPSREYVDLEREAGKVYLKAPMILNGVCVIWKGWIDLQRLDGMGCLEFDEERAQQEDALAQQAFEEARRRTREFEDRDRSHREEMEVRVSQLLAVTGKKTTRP
#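 Reagent – Venus-CBFb binding partner, 100 nM · Assay system – Cerulean-tagged RUNX1 Runt domain (FRET donor) fusion protein · Input – 100 nM per protein · Incubation – two 1 h room-temperature incubations shielded from light · Measured by – FRET fluorescence · Medium – Tris buffer pH 7.5 with salts and BSA · Benchmarks – unlabeled CBFb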
# FXIIa inh: blocks human coagulation factor XIIa protease activity; P00748; purified FXIIa, Boc-QGR-AMC fluorogenic substrate, 2 h; inhibition, % at 5 µM; 220,000 tested, 0.3% active; AID 800; in the data active means inhibition above about 40%;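 further: 0% = enzyme with no compound and 100% = blank without enzyme; many of its hits are not listed in these tables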
# Hck Nef HTS: inhibitors of human Hck kinase activated by Nef | inhibition, % at 20 µM | Recombinant Hck-YEEI plus Nef, Z-Lyte FRET kinase assay | AID 463187 | P08631 | 220,000 tested, 0.68% active;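 active means Hck-Nef kinase inhibition above about 50%, limit read from the data; inactive means inhibition below that limit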;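 further: 0% = DMSO with Hck plus Nef and 100% = Hck alone without Nef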
# Wee1 degr inh: human Wee1 degradation inhibition, primary screen. P30291. HeLa Luc-Wee1K328M stability, luciferase luminescence; 100% = proteasome inhibitor MG132 effect. reporter increase, % at 5 µM. 220,000 tested, 1.2% active;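 active means activation above the mean of all tested compounds plus 3 SD, set per screening run, cut at about 8.8% in these data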;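 further: cells exposed to compound for 20 h before luminescence read; 0% = DMSO alone and 100% = MG132 at 30 µM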
# FXIa inh: factor XIa (human) inhibition | inhibition, % at 5 µM | P03951 | 220,000 tested, 0.14% active | purified FXIa, Boc-Glu-Ala-Arg-AMC fluorogenic substrate;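 active means inhibition of at least 40%; inactive means inhibition below 40%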;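 further: fluorescence of freed AMC excited at 355 nm; 0% = enzyme without compound and 100% = no enzyme blank; many of its hits are not listed in these tables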
# thrombin 1536: inhibitors of human thrombin | P00734 | alpha-thrombin, Boc-VPR-AMC fluorogenic substrate cleavage | inhibition, % at 5 µM | 220,000 tested, 0.26% active | AID 1046;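 active means inhibition at or above 40%; inactive means inhibition below 40%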;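 further: 0% = enzyme with no compound and 100% = wells without enzyme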
#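 Test system: human alpha-thrombin; medium: pH 7.5 Tris-saline with Tween 20; times: reaction at room temperature; signal: AMC fluorescence at 355 nm excitation and 460 nm emission; also added: Boc-VPR-AMC substrate, 15 µM final; dosing: one concentration per compound, 5 µM, with 0.2% DMSO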
# 14-3-3 Bad PPI: disrupts binding of bovine 14-3-3 zeta to phospho-Bad peptide; P63103; 220,000 tested, 0.71% active; inhibition, % at 21.7 µM; AID 781; TR-FRET 14-3-3zeta/Dy647-pBad peptide displacement, 1 h;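 active means inhibition above about 70%, limit read from the data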;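 further: 0% = full 14-3-3 plus peptide FRET controls and 100% = background without 14-3-3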
# hK5 inh: blocks human kallikrein 5 protease activity | Q9Y337 | recombinant hK5, fluorogenic AMC substrate cleavage | inhibition, % at 5 µM | 210,000 tested, 0.59% active;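 active means inhibition of 40% or more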;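 further: 0% = enzyme controls without compound and 100% = no-enzyme blanks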
# Target sequence (Q9Y337 67-293 limits assumed): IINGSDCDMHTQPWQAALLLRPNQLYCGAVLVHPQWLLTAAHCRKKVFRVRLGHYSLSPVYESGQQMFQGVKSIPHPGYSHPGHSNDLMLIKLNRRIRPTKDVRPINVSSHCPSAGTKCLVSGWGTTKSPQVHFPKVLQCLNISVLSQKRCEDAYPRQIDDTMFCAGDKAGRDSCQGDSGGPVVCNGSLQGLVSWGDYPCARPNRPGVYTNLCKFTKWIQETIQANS
# Runt-SMMHC FRET: Runt domain-CBFb-SMMHC interaction inhibition. Q01196+Q13951. Cerulean-Runt/Venus-CBFb-SMMHC FRET ratio 530/480, 1 h. inhibition, % at 20 µM. 220,000 tested, 0.74% active;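 active means mean inhibition across duplicate retests at 20 µM reaching about 50%, limit read from the data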;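 further: 0% = DMSO wells and 100% = wells with excess untagged CBFb-SMMHC; inhibitors lower the FRET ratio by blocking Runt binding to CBFb-SMMHC; some results filed as inactive read as strong as hits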
# * hit, by the source's call; · = no result given; [ ] = dose if it differs, or a comment.
# Under each structure: thrombin 1536	FXIa inh	14-3-3 Bad PPI	Runt-SMMHC FRET	hK5 inh	FXIIa inh	Runt-CBFb FRET	Hck Nef HTS	Wee1 degr inh
> CC1CN(C2CC(C)(C)NC(C)(C)C2)CCC1=O (centres undefined)
    1.9	6.4	8.1	3.4	-10.7	8.5	2.3	0.1	-1.3
> Cc1csc(NC(=O)CSc2nsc(SCC(=O)Nc3nc(C)cs3)c2C#N)n1
    -6.1	8.8	-3.6	3.1	1.7	3.8	0.1	-0.5	2.6
> O=c1[nH]c2ccccc2nc1/C=C(\O)c1cccs1
    -17.3	-3.6	-20.2	-14.9	-1.5	3.2	-1.0	11.7	15.7*
> CC(C)(C)C(=O)COc1ccccc1[N+](=O)[O-]
    -2.6	-6.6	-7.3	3.6	-11.6	-2.6	-1.2	-2.2	-1.8
> Cc1ccc(SCC(=O)Nc2ccc(-c3nnc(-c4ccco4)o3)cc2)cc1
    -4.9	-5.5	19.7[fluorescence artefact?]	-10.0	-9.8	-1.6	-2.7	0.5	-1.0
> O=C(c1cccnc1)N1CCN(C(=O)c2ccco2)CC1
    0.0	8.4	-1.4	2.2	-4.9	12.8	-0.3	6.7	-0.5
> CCN(C(=O)CN1CCN(c2cccc(Cl)c2)CC1)c1c(N)n(Cc2ccccc2)c(=O)[nH]c1=O
    4.2	-1.3	-5.5	5.7	0.7	11.3	1.4	20.3	1.0
> COc1ccc(N2C(=O)CCC(C(=O)O)C2c2ccc(F)cc2)cc1 (centres undefined)
    -4.5	-5.8	-11.4[fluorescence artefact?]	-3.1	-1.3	5.5	1.4	-0.4	-0.7
> COc1ccc(Nc2nc(-c3ccccc3)nc3ccccc23)cc1S(=O)(=O)N1CCOCC1
    -2.6	-5.0	1.1	-1.3	-2.1	3.2	-8.9	29.9	-1.1
> CN(C)/N=C/c1c(O)ccc2ccccc12
    -1.5	4.9	-2.5	3.1	-5.5	15.1	4.7	7.1	-0.3
> CC(=O)N1CCc2cc(S(=O)(=O)NC(CC(C)C)C(=O)N3CCc4ccccc4C3)ccc21 (centres undefined)
    -2.4	4.9	3.8	1.9	3.9	13.0	3.3	4.5	-0.2
> O=C(C1CCC(CNc2c(N3CCOCC3)c(=O)c2=O)CC1)N1CCN(c2ccccc2)CC1 (centres undefined)
    3.2	4.3	2.3	0.4	-1.5	-2.9	1.1	1.9	3.6
> Cc1ccc(OCCNC(=O)/C=C/c2ccccc2)cc1
    -1.9	12.5	11.4	-2.9	-12.0	1.6	-2.0	4.8	1.5
> CCOc1cc(-c2nc(-c3ccc(OC)cc3)no2)cc(OCC)c1OCC
    2.2	5.5	8.1[fluorescence artefact?]	-7.1	3.4	14.9	-3.3	1.4	1.6
> CN1CCN(C(=S)NC(CC(=O)c2ccccc2)c2ccccc2)CC1 (centres undefined)
    -8.3	-5.9	-10.5	1.5	-4.1	-6.5	-0.8	8.8	1.2
> COc1ccccc1OCCn1c(=O)sc2ccccc21
    2.5	-2.8	4.2	0.4	-1.6	15.1	-1.0	-0.5	2.1
> CCOC(=O)Cc1csc(SCn2nnc3ccccc3c2=O)n1
    0.1	5.2	13.2	-0.6	-3.4	16.8	-0.1	-6.2	-1.1
> C=CCN(c1ccc(Cl)cc1)S(=O)(=O)c1cccc(C(=O)O)c1
    -3.3	-2.1	-17.9	-3.8	-3.6	5.0	0.9	25.3	-0.5
> COc1cc(/C=C(\C#N)C(=O)NC2CCCCC2C)ccc1OS(=O)(=O)c1ccc(C)cc1 (centres undefined)
    1.8	17.7	14.3	2.3	-3.3	8.6	2.6	2.3	2.0
> CCOC(=O)c1nnn(-c2nonc2N)c1COc1ccccc1
    1.4	5.8	2.9	-4.5	-11.0	6.5	-2.2	2.7	-1.7

# Whole records from above:
# Shown for `COc1cc(/C=C(\C#N)C(=O)NC2CCCCC2C)ccc1OS(=O)(=O)c1ccc(C)cc1` (centres undefined) = thrombin 1536: 1.8; FXIa inh: 17.7; 14-3-3 Bad PPI: 14.3; Runt-SMMHC FRET: 2.3; hK5 inh: -3.3; FXIIa inh: 8.6; Runt-CBFb FRET: 2.6; Hck Nef HTS: 2.3; Wee1 degr inh: 2.0
# Shown for `Cc1ccc(OCCNC(=O)/C=C/c2ccccc2)cc1` = thrombin 1536: -1.9; FXIa inh: 12.5; 14-3-3 Bad PPI: 11.4; Runt-SMMHC FRET: -2.9; hK5 inh: -12.0; FXIIa inh: 1.6; Runt-CBFb FRET: -2.0; Hck Nef HTS: 4.8; Wee1 degr inh: 1.5

# Next entries follow.
# Under each structure: thrombin 1536	FXIa inh	14-3-3 Bad PPI	Runt-SMMHC FRET	hK5 inh	FXIIa inh	Runt-CBFb FRET	Hck Nef HTS	Wee1 degr inh
> O=c1[nH]c2ccc(Cl)cc2c(O)c1Cc1ccccc1
    -6.6	-3.4	-4.7	1.9	-5.3	2.7	3.4	29.5	-0.1
> CCNS(=O)(=O)c1ccc(-c2ccc(-n3cnnn3)cc2)cc1
    -6.9	1.5	6.0	-1.6	4.6	11.1	-1.0	18.7	3.6
> COc1cc(CC(=O)NCc2ccc3c(c2)OCO3)cc(OC)c1OC
    -3.9	-2.2	5.2	-3.5	4.7	-0.5	0.5	0.3	0.8
> COc1ccccc1C(=O)NNC(=O)c1ccc(Cl)cc1
    -9.1	-0.9	-5.2	-2.4	-4.6	4.8	-0.3	15.7	-3.4
> CN1C(=O)CC(Sc2ncccc2C(=O)O)C1=O (centres undefined)
    1.9	-3.6	4.2	0.7	-7.9	7.9	-1.4	1.0	-2.1
> Cc1ccc(N2C(=O)CSC2c2cccnc2)cc1F (centres undefined)
    2.7	-3.8	-4.4[fluorescence artefact?]	0.5	-3.8	19.6	-2.9	4.8	-0.8
> CCc1cc(C=NC2CCCCC2)c(O)s1
    2.9	9.6	-2.9	-3.9	-7.5	28.9	3.5	1.5	-2.3
> CC(C)CCN1CCN(Cc2ccoc2)CC1CCO (centres undefined)
    -15.1	-4.8	-7.0	-1.5	-4.5	-0.7	0.9	11.9	-1.1
> O=C(NCCN1CCOCC1)c1csc2c1CCCCC2
    -4.3	15.0	-1.7	-0.3	7.5	25.0	·	0.0	-2.9
> O=C(Nc1nc(-c2ccccn2)cs1)c1ccc(S(=O)(=O)N2CCCCC2)cc1
    2.7	3.9	-17.5	-2.1	-21.1	11.5	0.5	24.6	2.3
> COc1ccc(CCNC(=O)CCS(=O)(=O)c2ccc3c(c2)CCN3C(C)=O)cc1OC
    -7.2	-23.2	-0.7	0.4	3.3	2.1	0.3	-1.9	-0.7
> Cn1c(N)c(C(=O)COC(=O)C2CCCC2)c(=O)n(C)c1=O
    2.1	1.8	-5.7	1.2	4.2	9.8	-1.2	3.9	2.9
> COc1ccc(CCC(=O)Nc2nc3c(s2)CN(C)CC3)cc1OC
    -1.9	3.9	-0.2	7.7	-2.7	11.3	6.4	0.1	-0.3
> Cc1cccc(N(C(=O)c2csnn2)C(C(=O)NC(C)(C)C)c2ccncc2)c1 (centres undefined)
    -4.0	-13.8	-8.9[fluorescence artefact?]	25.6	0.8	-19.2	-1.7	0.2	-0.9
> O=C(COC(=O)CCc1nc2ccccc2n1-c1ccccc1)Nc1cccc(Cl)c1
    3.1	24.4	-5.1	0.2	-32.0	34.0	-1.9	4.7	2.2
> C(=C/c1nccc2c1[nH]c1ccccc12)/c1ccc2c(c1)OCO2
    -5.3	-8.4	-4.0	53.0*	-13.5	-4.4	25.8	8.3	0.2
> Cc1ccc(CC(=O)Nc2ccc(F)c([N+](=O)[O-])c2)cc1C
    0.1	3.7	-6.9	-5.7	1.7	10.7	0.9	17.3	-1.1
> Cc1nc(N2CCOCC2)nc(OCCN2CCOCC2)c1[N+](=O)[O-]
    -14.3	-2.5	3.6	5.6	-8.2	6.2	0.3	1.0	-1.1
> CCCCN(C)Cc1c(C)[nH]c2c(Cl)cccc2c1=O
    -2.2	-16.8	8.3	-1.9	6.3	-14.1	-1.7	16.9	-0.3
> COC(OC)c1nc(SCC(=O)Nc2cccc(Cl)c2)ncc1C(=O)O
    -7.2	-1.6	-1.6	-6.4	-3.4	-0.3	3.1	7.7	-2.4
> CSCCC(NC(=O)OCc1ccccc1)C(=O)O (centres undefined)
    -2.1	6.0	6.3	2.2	-2.5	8.0	-0.9	8.1	-0.1
> COC(=O)C1C(O)=C(C(C)=N)C(=O)CC1(C)C (centres undefined)
    -4.0	-12.2	5.4	-1.4	-23.6	5.2	0.6	-1.0	-3.6
> O=C(Nc1nc(-c2ccc(S(=O)(=O)N3CCOCC3)cc2)cs1)c1ccccc1
    1.6	4.3	-40.4[fluorescence artefact?]	0.8	-16.2	13.8	2.2	0.1	-2.1
> CCNC(=O)/C(C#N)=C/c1c(N2CCOCC2)nc2ccccn2c1=O
    -3.5	6.9	-5.2	81.1*	-6.7	5.0	62.7*	15.0	-1.0
> CNc1oc(Cc2cccc3ccccc23)nc1C#N
    -7.3	6.4	-16.4	2.9	-14.4	7.7	-4.3	7.5	-0.2
> CCOc1ccc(C(=O)CC(=O)C(=O)NCCc2ccc(OC)c(OC)c2)cc1
    -14.5	0.4	4.1	-2.2	-17.7	6.1	-8.2	3.1	0.7
> C=C(C)C(=O)N1CC2(CC(c3cccc(NC(=O)/C=C\C=C/C)c3)=NO2)C[C@H]1C(N)=O (some centres undefined)
    -1.4	1.5	-4.3	3.1	1.2	10.5	2.6	12.9	·
> Cc1nc(C)c(NC(=O)N2CCc3ccccc32)cc1NC(=O)N1CCc2ccccc21
    22.3	3.2	-7.2	5.1	75.7*	-1.1	-5.1	5.0	1.5
> CCOc1ccc(Oc2ccc(Cl)cc2NC(=O)CCNC(C)=O)cc1
    1.4	17.8	-18.4	2.3	-14.7	0.1	-0.4	2.9	3.2
> CCn1nc(C)c(CN2CCN(Cc3ccc(OC)c(C)c3C)C(CCO)C2)c1C (centres undefined)
    -5.0	-1.2	-12.2	0.8	·	5.3	-1.5	8.7	3.1
> Cc1c(C(=O)Nc2ccc(S(N)(=O)=O)cc2)oc2ccc(Cl)cc12
    -1.4	-4.0	3.7	-5.4	-0.5	8.5	1.6	19.4	1.2
> COC(=O)C1=C(C)N(CCc2ccc(OC)c(OC)c2)C(=O)C1
    -6.8	-6.1	-9.5[fluorescence artefact?]	-4.9	-9.3	3.8	3.1	-10.1	2.9
> CC(C)N1C(=O)CCC1C(=O)NC1CCCC1 (centres undefined)
    -0.8	3.2	8.2	-19.3	1.2	16.8	-2.5	1.9	-0.2
> C/C(=N\NC(=O)c1ccc(Cl)cc1)c1cccc(NC(=O)C(C)C)c1
    2.5	2.1	-1.6	1.8	-5.9	19.0	0.1	1.5	-1.1
> N=c1c2c(n(Cc3ccc(F)cc3)c3c1CCC3)CCC2
    3.0	16.6	4.7[fluorescence artefact?]	0.7	12.9	18.5	0.8	-0.1	-2.8
> c1ccc2nc(N3CCOCC3)cnc2c1
    2.1	0.6	-3.2	0.0	-5.9	9.8	2.9	6.5	-2.9
> CCC(=O)Nc1cc(SCCO)cc([N+](=O)[O-])c1
    -4.4	-4.7	-5.0[fluorescence artefact?]	-0.2	-22.7	1.3	-1.4	0.3	1.4
> O=c1c2c(-c3cccs3)csc2ncn1/N=C/c1ccc(OC(F)F)cc1
    -1.3	5.2	1.6	1.7	2.6	11.8	-0.1	0.2	-2.4
> Nc1ncncc1-c1ccc2ccccc2c1
    -3.2	-1.9	-3.4	0.4	-2.4	6.3	0.7	24.7	-1.8
